Source: PubChem BioAssay (several laboratories)
Myeloid diff MLP: myeloid differentiation induction; AID 624256; calls only at 10 µM; ER-HoxA9 myeloid progenitors, lysozyme-GFP differentiation, flow cytometry; 1% of 360,000 active;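 active means normalized GFP-positive differentiation at or above the plate's own cutoff, the solvent-only control mean plus 3 SD; inconclusive means no clear call, values can overlap the other calls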;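 further: cells exposed to compound for four days before flow analysis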
Rac1 GTP hydrolysis: MgcRacGAP GTPase-activating activity inhibitors, confirmation, biochemical, ADP Hunter fluorescence; 0.6% of 340,000 active; MgcRacGAP-stimulated Rac1 GTP hydrolysis, ADP Hunter fluorescence; higher % means a stronger effect; GST-tagged Rac1 F28L mutant substrate; AID 624330; one-dose inhibition, % at 30 µM; IC50 in µM for titrated hits;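 active means first-screen hits whose inhibition reached a set limit at any dose in the follow-up dose series; inconclusive means inhibition above the set first-screen limit but never retested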;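 further: fluorescence reports GDP produced by GAP-driven GTP hydrolysis; strong numbers were not always called active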
bCat nuc transl: modulators of beta-catenin nuclear translocation; HeLa beta-catenin nuclear translocation, immunofluorescence imaging; nuclear translocation activity, % at 5 µM; 0.3% of 190,000 active; AID 1665;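 active means nuclear translocation activity above 50% at 5 µM, with a well cell count of 50 or more; inconclusive means wells under 50 cells across six images, flagged as toxic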;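 further: per-cell ratio of nuclear to cytoplasmic median beta-catenin stain intensity; plate controls were DMSO negative control for no effect and GSK-3 inhibitor IX positive control for full effect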
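Assay system: human HeLa cells, native beta-catenin; doses: 5 µM primary, 0.02–20 µM confirmation; incubation: compound treatment 24 h, 37°C, 5% CO2; technique: fluorescence imaging of beta-catenin antibody stain plus DAPI; measure: % activation, nuclear-to-cytoplasmic median beta-catenin signal ratio per cell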
Salmonella PhoP GFP: PhoP-dependent GFP reporter repression – Salmonella Typhimurium, primary screen (AID 1863) | S. Typhimurium PhoP-regulated promoter GFP reporter, 4 h; higher % means a stronger effect | inhibition, % at 50 µM, or IC50 in µM where a hit was titrated | 0.16% of 300,000 active;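 active means inhibition over 29.93%, a cutoff 3 SD above the screen mean, later confirmed by dose response; inconclusive means inhibition over 29.93% but no dose response follow-up; inactive means inhibition at most 29.93% or unconfirmed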;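 further: 0% = low Mg2+ inducing control and 100% = high Mg2+ repressing control; strong numbers were not always called active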
West Nile virus CPE: inhibition of WNV-induced cytopathic effect – cell-based, CPE readout (AID 1621); West Nile virus-infected cells, CPE inhibition; higher % means a stronger effect; CPE inhibition, % at 10 µM; hits with a dose series show IC50 in µM; 0.02% of 290,000 active; in the data active means a potency from the dose series; inconclusive means CPE inhibition mostly from about 3.7% at the one dose, without a potency; inactive means the rest, 99 in 100 with CPE inhibition below about 2.2%; further: strong numbers were not always called active
SV40 large T antigen: SV40 large T antigen inhibitors, biochemical (AID 1903). SV40 large T antigen ATPase/helicase inhibition assay; higher % means a stronger effect. inhibition, % at 20 µM, or IC50 in µM where a hit was titrated. 0.39% of 310,000 active; in the data active means a potency from the dose series; inconclusive means inhibition mostly from about 32% at the one dose, without a potency; inactive means the rest, 99 in 100 with inhibition below about 32%; further: strong numbers were not always called active
T cell HTS: T cell immune modulation candidate; 2C CD8+ T cell-vesicle binding, flow cytometry; hits give low values; calls only at 7 µM; 0.068% of 330,000 active; AID 2052;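 active means response, share of CD8 T cells binding vesicles, and their 90th percentile fluorescence all below set limits, cut at about 80% in these data, passing the limit was not always enough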
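Material: murine 2C transgenic CD8+ T lymphocytes / Also added: QL9-peptide-loaded Drosophila micro-vesicles bearing Ld, ICAM-1 and B7-1 / Schedule: binding step 1.5 h, 37 °C, antibody labelling 20 min, ice / Signal: flow cytometry, PE anti-B7-1 (FL2) versus Alexa647 anti-CD8 (FL8), PFA-fixed / Evaluation: percent CD8+ FL2 mean versus row control / Benchmarks: naked versus QL9-loaded vesicles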
WT yeast gro inh: growth inhibition of WT yeast, mitochondrial fusion screen | 2.1% of 190,000 active | AID 1362 | inhibition, % at 10 µM | mitochondrial fusion phenotypic screen, WT strain; in the data active means inhibition above about 58%; tested in S. cerevisiae
RSV antiviral HEp-2: inhibition of RSV-induced cytopathic effect – HEp-2 cells, primary 10 µM value included (AID 2391); HEp-2 cells, RSV-induced CPE inhibition; higher % means a stronger effect; CPE inhibition, % at 10 µM; hits with a dose series show IC50 in µM; 0.13% of 310,000 active; in the data active means a potency from the dose series; inconclusive means CPE inhibition mostly from about 23% at the one dose, without a potency; inactive means the rest, 99 in 100 with CPE inhibition below about 21%; further: strong numbers were not always called active
WT yeast gro inh mutant strain: recorded beside WT yeast gro inh, whose call it bears; inhibition, %; mitochondrial fusion phenotypic screen, mutant strain inhibition
bCat nuc transl cell count 5 µM: further read-out of bCat nuc transl, marked with its call; cell count; measured here: cell count, cytotoxicity flag
T cell HTS vesicle-bound %: further read-out of T cell HTS, marked with its call; double positive events, %; measured here: CD8+ vesicle-bound cell fraction;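 binding gate set so that unloaded-vesicle control wells show 10% double positive cells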
Myeloid diff MLP GFP+ MAC1+ %: second read-out of Myeloid diff MLP, no call of its own (marks repeat the call); GFP+ MAC1+ double positive, %; measured here: differentiation confirmed by MAC1 staining
Numbers without * were called inactive; i = inactive; ? = inconclusive; nt = not tested or not shown.

The line under a structure holds: Myeloid diff MLP	Myeloid diff MLP GFP+ MAC1+ %	Rac1 GTP hydrolysis	bCat nuc transl	bCat nuc transl cell count 5 µM	Salmonella PhoP GFP	West Nile virus CPE	SV40 large T antigen	T cell HTS	T cell HTS vesicle-bound %	WT yeast gro inh	WT yeast gro inh mutant strain	RSV antiviral HEp-2
> O=C(NCCSCc1ccco1)Nc1cc(Cl)cc(Cl)c1
→ i	0.7	8.1%	0.2	1378	1.3%	-0.5%	17.5%	i	26.7	nt	nt	0.1%
> O=C(OCC(=O)N1CCN(C(=O)c2ccco2)CC1)c1ccccc1OCc1ccccc1
→ i	1.9	6.6%	-6.7	982	-7.7%	0.2%	5.8%	i	26.4	8.6	-2.6	0.6%
> Cc1nc(SCC(=O)NC2CCS(=O)(=O)C2)c(C#N)c(C)c1C (centres undefined)
→ i	0.2	0.3%	nt	nt	nt	nt	nt	i	34.5	nt	nt	0.1%
> COc1cccc(NC(=O)N2CCCC2C(=O)NC2CCCCC2)c1 (centres undefined)
→ i	0.7	3.4%	nt	nt	3.2%	-0.3%	6.5%	i	30.3	nt	nt	3.0%
> CCOc1ccccc1OCCCCN1CCCC1
→ i	1.5	12.2%	nt	nt	6.6%	-0.3%	1.7%	i	21.0	-15.4	-13.5	0.0%
> CCOC(=O)c1sc(NC(=O)CCN2CCN(CC)CC2)c(C(=O)OCC)c1C
→ i	0.0	9.9%	-2.2	1085	-10.6%	?	0.4%	i	59.6	8.9	9.8	-1.5%
> CCOC(=O)c1cc(NC(=O)Nc2ccccc2OC)c(C)nc1C
→ i	0.3	4.8%	-3.1	1107	4.7%	-0.3%	13.1%	i	40.0	-10.0	5.2	1.2%
> O=C(COC(=O)c1ccc(NS(=O)(=O)c2ccc3c(c2)OCCO3)cc1)NC1CCS(=O)(=O)C1 (centres undefined)
→ i	0.1	6.4%	1.3	803	-7.8%	0.6%	7.9%	i	37.4	0.4	5.7	0.2%
> C/C(=N/NC(=O)c1cccc(N2CCCC2=O)c1)c1ccc(Br)cc1
→ i	0.3	6.9%	nt	nt	7.0%	-0.7%	3.6%	i	13.5	nt	nt	1.8%
> CN(C)S(=O)(=O)c1ccc(NC(=O)CN2CCC(Cc3ccccc3)CC2)cc1
→ i	0.5	6.7%	-2.7	1164	2.9%	-0.4%	14.6%	i	13.4	12.4	-6.3	-2.6%

(more compounds)
The line under a structure holds: Myeloid diff MLP	Myeloid diff MLP GFP+ MAC1+ %	Rac1 GTP hydrolysis	bCat nuc transl	bCat nuc transl cell count 5 µM	Salmonella PhoP GFP	West Nile virus CPE	SV40 large T antigen	T cell HTS	T cell HTS vesicle-bound %	WT yeast gro inh	WT yeast gro inh mutant strain	RSV antiviral HEp-2
> CC(C)(C)NC(=O)C1CCN(S(=O)(=O)c2cccc(C(F)(F)F)c2)CC1
→ i	0.3	4.7%	-2.6	877	11.4%	-0.8%	-7.3%	i	29.7	9.6	-2.4	-0.7%
> Cc1cc(C(=O)NCC2CCCO2)n(-c2ccccc2)n1 (centres undefined)
→ i	0.6	3.6%	-0.8	1188	0.9%	-0.2%	1.1%	i	32.7	-0.9	-0.5	0.9%
> Cc1ccc(SCC(=O)OCC(=O)N2CCN(C(=O)c3ccco3)CC2)c(C)c1
→ i	0.4	6.5%	nt	nt	-5.6%	nt	9.6%	i	35.1	nt	nt	-1.2%
> Cn1c(SCC(=O)N2CCOCC2)nnc1-c1ccccc1
→ i	1.8	-1.1%	0.0	1108	0.0%	-0.7%	3.1%	i	8.4	-1.5	-5.9	-0.2%
> Cc1ccc(/C=N\NC(=O)Cc2cccn2C)o1
→ i	0.5	nt	-1.0	1104	5.3%	1.4%	10.0%	i	51.9	0.4	-13.0	-1.1%
> CCC(C)NC(=O)Cn1cc(S(=O)(=O)N2CCCC2)c(S(=O)(=O)N2CCCC2)c1 (centres undefined)
→ i	0.0	-6.2%	nt	nt	5.4%	0.8%	0.4%	i	42.5	nt	nt	0.2%
> CCOCCn1c(CN(C)Cc2ccccc2)nc2c1c(=O)n(C)c(=O)n2C
→ i	5.4	6.2%	nt	nt	nt	-1.1%	13.1%	i	39.2	nt	nt	1.4%
> Cc1ccc(S(=O)(=O)N2CCN(C(=O)c3cccc(F)c3)CC2)cc1
→ i	0.3	4.6%	-4.9	1248	0.9%	0.4%	5.4%	i	48.8	20.2	16.1	2.6%
> C#CCOC(=O)CCC(=O)NCCc1ccccc1
→ i	0.6	13.5%	-4.3	983	-6.8%	-0.4%	20.4%	i	41.5	-3.0	3.7	0.8%
> CC12CC3CC(C)(C1)CC(C(=O)NCc1ccncc1)(C3)C2
→ i	0.3	3.4%	nt	nt	-6.2%	-0.9%	10.1%	i	60.9	nt	nt	0.6%

(cont.)
The line under a structure holds: Myeloid diff MLP	Myeloid diff MLP GFP+ MAC1+ %	Rac1 GTP hydrolysis	bCat nuc transl	bCat nuc transl cell count 5 µM	Salmonella PhoP GFP	West Nile virus CPE	SV40 large T antigen	T cell HTS	T cell HTS vesicle-bound %	WT yeast gro inh	WT yeast gro inh mutant strain	RSV antiviral HEp-2
> COCCn1c(SCC(=O)Nc2nnc(C)s2)nnc1-c1ccoc1C
→ i	0.4	2.9%	0.1	1505	8.8%	0.2%	8.6%	i	25.3	-10.9	8.3	1.4%
> COc1cccc(CNc2ccc(C)c(Cl)c2)c1
→ i	0.2	5.8%	-1.5	928	-8.8%	-0.6%	4.5%	i	33.9	6.0	4.5	1.4%
> COc1ccccc1-c1c(C(F)(F)F)oc2cc(OC(=O)c3ccc([N+](=O)[O-])cc3)ccc2c1=O
→ i	0.4	3.0%	1.8	1120	14.9%	-0.1%	19.4%	i	5.4	-11.6	16.3	8.8%
> O=C(COC(=O)c1cccc(O)c1)Nc1ccc(N2CCOCC2)cc1
→ i	0.2	10.8%	nt	nt	nt	nt	nt	i	37.0	nt	nt	0.7%
> CC1CCN(Cc2c(C#N)c3ccccc3n2C)CC1
→ i	0.2	2.9%	nt	nt	-11.1%	-0.1%	13.5%	i	33.4	7.9	8.2	1.0%
> CCCN1Cc2cccc(C(=O)N3CCN(c4ccc(OC)cc4)CC3)c2C1=O
→ i	0.8	25.2%	-1.2	1078	-1.5%	-0.2%	19.9%	i	20.6	-21.0	9.9	1.1%
> CCSc1nc2c(c(=O)n1CC)SC(C)C2 (centres undefined)
→ i	0.8	2.8%	-0.5	1112	-6.8%	-0.5%	4.7%	i	19.6	-48.0	1.6	0.2%
> CC(=O)Oc1ccc(/C=C(\NC(=O)c2ccco2)C(=O)NCc2ccccc2)cc1
→ i	0.1	11.2%	nt	nt	1.0%	-0.1%	13.3%	i	38.7	nt	nt	-0.4%
> CCCCC(NC(C)=O)c1nc2ccccc2n1CCC (centres undefined)
→ i	0.7	8.1%	-1.0	1150	-1.1%	-1.0%	-6.3%	i	36.1	3.6	2.5	0.9%
> Cc1ccc(C)c(Cn2nnc3c(=O)[nH]c(C4CCCN(C(=O)C5CCCCC5)C4)nc32)c1 (centres undefined)
→ i	13.1	0.5%	-5.9	1169	2.3%	-0.3%	0.7%	nt	nt	11.0	9.0	9.9%

Other compounds
The line under a structure holds: Myeloid diff MLP	Myeloid diff MLP GFP+ MAC1+ %	Rac1 GTP hydrolysis	bCat nuc transl	bCat nuc transl cell count 5 µM	Salmonella PhoP GFP	West Nile virus CPE	SV40 large T antigen	T cell HTS	T cell HTS vesicle-bound %	WT yeast gro inh	WT yeast gro inh mutant strain	RSV antiviral HEp-2
> Cc1ccc(NC(=S)NNc2ccc([N+](=O)[O-])cc2S(=O)(=O)Nc2ccccc2C(=O)O)cc1C
→ i	0.4	19.8%	2.2	486	0.1%	-0.3%	31.6%	i	49.7	16.9	1.3	-0.1%
> COc1cccc(NC(=O)c2cnc(SC)nc2)c1
→ i	0.1	10.0%	nt	nt	-4.5%	-0.3%	5.0%	i	23.8	nt	nt	0.6%
> O=C(Cn1cnc2ccccc2c1=O)NCc1ccco1
→ i	2.4	5.0%	-0.4	1180	44.1%	0.0%	0.8%	i	24.8	-1.3	-6.8	3.3%
> CC1=C(C(=O)OCCOc2ccccc2)C(c2coc3ccccc3c2=O)C2=C(CCCC2=O)N1 (centres undefined)
→ i	0.4	1.1%	-1.5	1169	1.4%	0.2%	2.1%	i	24.2	-1.4	-1.7	-0.9%
> Cc1ccc(C(=O)C2CCNCC2)cc1
→ i	0.7	3.8%	-2.3	1457	-6.5%	0.9%	18.8%	i	25.2	35.0	24.9	0.3%
> Cn1c(NCC2CCCO2)nc2c1c(=O)n(Cc1ccccc1)c(=O)n2C (centres undefined)
→ i	1.0	2.1%	-3.5	813	-8.8%	-0.4%	-3.5%	i	23.3	-14.9	-9.9	0.9%
> COc1ccc(S(=O)(=O)Nc2c3ccccc3nc(=O)n2-c2ccccc2)cc1
→ i	1.1	4.6%	-1.8	1103	-0.1%	-0.1%	-0.3%	i	44.5	-10.5	-4.4	0.9%
> COc1ccccc1OCC(=O)Nc1ccc2c(c1)n(C)c(=O)n2C
→ i	1.0	0.5%	-0.1	1101	1.7%	-0.7%	5.9%	i	38.7	-5.2	1.5	0.0%
> CCc1ccc(NC(=O)Cn2ncc3c4ccccc4n(C)c3c2=O)cc1
→ i	1.2	-16.1%	-3.5	1224	4.5%	-0.2%	11.2%	i	53.2	nt	nt	3.8%
> COC(=O)c1cc2c(C)c(C)c3ccccn3c-2c1C(=O)OC
→ i	1.2	9.9%	22.1	1108	-6.7%	0.0%	5.3%	i	39.1	4.1	14.8	2.0%
> COc1ccc(C(=O)COc2ccc(C)cc2NC(C)=O)cc1
→ i	0.7	nt	2.2	1291	-6.5%	-0.8%	7.6%	i	42.5	nt	nt	2.8%
> CCC(C)NC(=O)Cn1c(=O)sc2ccccc21 (centres undefined)
→ i	0.2	9.3%	-1.0	1069	-2.5%	0.5%	4.9%	i	17.6	-9.7	-6.3	-1.4%

The order is random. Share with any hit: about 3.6%.
